Epigenetic reg = Quantitative High-Throughput Screen for Regulators of Epigenetic Control; murine LDR cells, GFP reporter derepression, 30 h; Potency, µM (top dose mostly 53.9 µM), inactives show at the top dose GFP activation, hits mostly activators; hit rate 0.2% among 280,000; further: potency means the concentration at half of the fitted maximal effect; % of control where 0% means no effect; nearly all actives have a fitted effect of over 60% in size
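Readout is the number of GFP-expressing murine LDR cells, counted by cytometry following washing. Cells were treated with compound for 30 h at 37 C; the stably integrated CMV-GFP locus is normally silent.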
Luc counter = Counterscreen for Luciferase (Kinase-Glo TM) Inhibition; Kinase-Glo luciferase, ATP luminescence, 8 min; Luciferin 4-monooxygenase (Photuris pensylvanica), Q27757; Potency, µM (doses to about 38.3 µM), for the others: top-dose activity change, negative = inhibition, usual class: inhibitors; hit rate 0.28% among 200,000; AID 1379, 2008; further: potency means the concentration at half of the fitted maximal effect; on the % scale 0 is the no-effect control and ±100 the full control effect; nearly all actives have a fitted effect of over 60% in size
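Compound is pinned into ATP-containing buffer (10 uM ATP, imidazole pH 7.2, 7 mM MgCl2). Kinase-Glo luciferase reagent is then added. Light output is recorded following an 8-min room-temperature incubation.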
L3MBTL1 block = qHTS Assay for the Inhibitors of L3MBTL1 | Lethal(3)malignant brain tumor-like protein 1 (Homo sapiens), Q9Y468 | AlphaScreen L3MBTL1–H3K9me1 peptide binding | Potency, µM (top dose mostly 57.1 µM), for the others: top-dose activity, negative = inhibition, actives largely listed as inhibitors | hit rate 0.66% among 230,000 | AID 485360, 2010; further: potency means the concentration at half of the fitted maximal effect; on the % scale 0 is the no-effect control and ±100 the full control effect; nearly all actives have a fitted effect of over 60% in size
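Displacement of a biotinylated histone H3(1-15) peptide monomethylated at Lys9 (75 nM) from L3MBTL1 (50 nM) was measured by AlphaScreen after a 30 min room-temperature compound incubation; cefsulodin titration served as intraplate control.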
NPSR antag = qHTS Assay for Antagonists of the Neuropeptide S Receptor: cAMP Signal Transduction; Q6W5P4; CHO-NPSR cells, cAMP TR-FRET, antagonist mode; Potency, µM (titrated, usually from 38.3 µM), without a hit: at the highest dose activity change, negative = inhibition, hits mostly inhibitors; hit rate 1% among 220,000; AID 1461, 2008; further: potency means the concentration at half of the fitted maximal effect; on the % scale 0 is the no-effect control and ±100 the full control effect; nearly all actives have a fitted effect of over 50% in size; many of its hits are not listed in these tables
Target sequence (Q6W5P4 whole entry, looked up): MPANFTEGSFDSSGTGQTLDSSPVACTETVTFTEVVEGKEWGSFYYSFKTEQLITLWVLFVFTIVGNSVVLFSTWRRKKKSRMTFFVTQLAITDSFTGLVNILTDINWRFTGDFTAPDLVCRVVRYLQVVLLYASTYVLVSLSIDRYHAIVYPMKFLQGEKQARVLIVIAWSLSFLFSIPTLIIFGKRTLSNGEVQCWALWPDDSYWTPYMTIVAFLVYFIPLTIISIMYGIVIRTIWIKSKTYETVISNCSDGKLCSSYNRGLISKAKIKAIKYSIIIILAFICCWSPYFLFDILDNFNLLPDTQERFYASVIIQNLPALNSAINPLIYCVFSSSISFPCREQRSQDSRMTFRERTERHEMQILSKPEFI
IMPase Li inh = qHTS Assay for Identifying the Cell-Membrane Permeable IMPase Inhibitors: Potentiation with Lithium | CHO-M1 cells, IP1 TR-FRET (IP-One), carbachol + lithium | Potency, µM (highest dose often 59.4 µM), for the others: top-dose activity, negative = IMPase inhibition, hits mostly inhibitors | hit rate 0.35% among 210,000;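 further: IP1 builds up when IMPase is blocked and the TR-FRET signal falls; potency means the concentration at half of the fitted maximal effect; plate controls were basal vehicle for no effect and high inhibitor control for full effect; nearly all actives have a fitted effect of over 50% in size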
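CHO cells stably expressing M1 receptor (2000/well, cultured 16–30 h) treated 30 min at 37C with compound plus low lithium. Cytosolic IP1 by TR-FRET (665/620 ratio and 620 channel) after 10 min lysis; AC50 by Hill fit.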
HTT aggregate = qHTS Multiplex Assay to Identify Dual Action Probes in a Cell Model of Huntington: Aggregate Formation (GFP) | Potency, µM (highest dose often 46.1 µM), for inactives: at the top dose activity change, negative = inhibition, usual class: inhibitors | AID 1688, 2009 | PC12 HttQ103-GFP aggregates, Acumen cytometry, 40 h | hit rate 1.1% among 220,000; further: potency means the concentration at half of the fitted maximal effect; on the % scale 0 is the no-effect control and ±100 the full control effect; nearly all actives have a fitted effect of over 60% in size
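PC12 cells stably carrying ecdysone-inducible HTT exon 1 Q103–GFP were induced with tebufenozide (100 nM final) and treated with library compounds in titration. GFP aggregates in lysates were counted by laser scanning cytometry.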
CBFb-RUNX1 inh = qHTS Assay for Compounds Blocking the Interaction Between CBF-beta and RUNX1 for the Treatment of Acute Myeloid Leukemia; Runt-related transcription factor 1 (Homo sapiens) + Core-binding factor subunit beta …; AlphaScreen CBFb-His/RUNX1-biotin binding, biochemical; Potency, µM (doses to about 59.8 µM), for the others: at the highest dose activity, negative = inhibition, hits mostly inhibitors; 230,000 tested, under 10 active; further: % of control where 0% means no effect
Target sequence (Q01196 whole entry, looked up): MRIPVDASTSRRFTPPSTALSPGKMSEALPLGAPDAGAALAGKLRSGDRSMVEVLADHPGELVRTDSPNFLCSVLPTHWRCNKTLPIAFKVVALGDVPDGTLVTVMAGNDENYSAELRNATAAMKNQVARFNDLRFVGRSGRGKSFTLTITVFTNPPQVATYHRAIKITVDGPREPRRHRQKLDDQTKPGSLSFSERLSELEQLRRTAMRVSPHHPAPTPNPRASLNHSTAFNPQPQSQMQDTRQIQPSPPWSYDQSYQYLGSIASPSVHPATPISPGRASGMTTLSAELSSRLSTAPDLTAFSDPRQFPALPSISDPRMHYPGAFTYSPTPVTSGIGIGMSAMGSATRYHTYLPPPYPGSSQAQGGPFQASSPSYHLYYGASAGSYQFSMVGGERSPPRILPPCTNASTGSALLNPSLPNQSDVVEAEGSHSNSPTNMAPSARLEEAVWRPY
Target sequence (Q13951 whole entry, looked up): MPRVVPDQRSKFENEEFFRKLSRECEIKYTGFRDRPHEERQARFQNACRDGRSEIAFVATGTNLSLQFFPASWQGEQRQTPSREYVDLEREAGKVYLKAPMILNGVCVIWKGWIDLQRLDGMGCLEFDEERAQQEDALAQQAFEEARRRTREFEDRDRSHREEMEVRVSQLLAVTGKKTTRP
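CBF-beta (His) and RUNX1 (biotin), 30 nM each; 20 min preassociation; + compound, 15 min; + beads 50 ng each (Ni, streptavidin), 90 min; RT; AlphaScreen read.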
Numbers without * were called inactive; u = inconclusive; x = not tested or not shown; & = joins results of further samples; [ ] = dose if it differs, or a comment. The call rests on the fitted dose curve; in most records, active means well fitted curve in the direction sought with a large enough effect; inconclusive means small, poorly fitted or top-dose-only effect, or another doubt; inactive means no such curve, though single readings can be large; an effect the other way counts as inactive or inconclusive. An excerpt, so the mix of outcomes need not match the whole.

Compound	Epigenetic reg	Luc counter	L3MBTL1 block	NPSR antag	IMPase Li inh	HTT aggregate	CBFb-RUNX1 inh
O=C(c1ccc2c(c1)ncn2C1CCCCC1)N1CCC2(CC1)OCCO2	0.9%	0%	-1%	8%[46.1 µM]	-10%[38.3 µM]	-7%	1%
Cc1ccc2c(c1)C1CN(C)CCC1N2C(=O)/C(C#N)=C/c1ccc2c(c1)OCO2 (centres undefined)	1.1%	-2%	3%	-31%	14%	18%	-6%
Cc1ccc(C2N3CCCN23)cc1 (centres undefined)	0.0%	x	x	7%	x	-9%[9.22 µM]	4%
O=C(O)[C@@H]1C[C@H]2C[C@@H](CP(=O)(O)O)CC[C@H]2CN1	2.4%	1%	x	x	9%	x	1%
Oc1c(Cl)cc(Cl)cc1CN1CCN(Cc2ccccc2)CC1	2.9%	-1%	2%	-23%[46.1 µM]	13%[38.3 µM]	u	-7%
C=CC[C@]1(O)CCC2C3CCC4=CCCCC4C3CCC21C (some centres undefined)	4.0%	0%[39.9 µM]	x	x	-9%	12%	26%
C=CCn1c(O)c(C(CC)=Nc2ccccc2NC(C)=O)c(=O)[nH]c1=O	0.0%	0%	9%[11.4 µM]	1%[46.1 µM]	22%[38.3 µM]	-11%	11%
CC(=O)c1ccc(OC(NC(=O)Cc2ccccc2)C(Cl)(Cl)Cl)cc1 (centres undefined)	-1.1%	-1%	-1%	u	4%[38.3 µM]	-9%	1%
O=C(c1cc(-c2cccnc2)nc2ccccc12)N1CCC2(CC1)OCCO2	1.0%	6%	0%	-5%[46.1 µM]	0%[38.3 µM]	-9%	u
O=C(/C=C/c1c[nH]c2ccccc12)c1c(O)n(CCc2ccccc2)c(=O)[nH]c1=O	u	x	-1%	u	x	-14%[9.22 µM]	-6%
COc1cc(CC2C(=O)N(C)C(=O)N(C)C2=O)ccc1OCc1ccccc1	1.4%	-1%	-12%	-1%[46.1 µM]	-11%[38.3 µM]	6%	-4%
O=C1NC(=O)N(Cc2ccc(F)cc2)C(=O)/C1=C/c1cccs1	0.5%	0%	x	-19%	2%	5%	8%
CC(CO)NC(=O)C1C=C2c3cccc4[nH]cc(c34)CC2N(C)C1 (centres undefined)	0.0%	x	x	x	-3%	1%	u
CCOP(=O)(OCC)C(NC(=O)Cc1ccccc1)C(Cl)(Cl)Cl (centres undefined)	-0.4%	1%	5%	2%	5%	19%	7%
COc1ccc(Br)cc1CN1CCN(C(=O)Cc2ccccc2)CC1	0.0%	2%	x	-7%[46.1 µM]	32%[activator][38.3 µM]	20%	-3%
Cc1cc(=O)n(-c2ccccc2)n1-c1ccccc1	6.0%	-6%	7%	23%	-4%	-2%	9%
CCN(CC)CCOC(=O)C(O)(c1ccccc1)c1ccccc1	-1.5%&-2.0%	9%[39.9 µM]	-4%	5%	21%&21%	3%&-5%	-9%&8%&0%
CCCCCCn1c(O)c(C=NCCN2CCOCC2)c(=O)[nH]c1=O	6.4%	0%	1%	9%	-1%	-3%	4%
CCCC[N+]1(C)[C@@H]2CC(OC(=O)[C@H](CO)c3ccccc3)C[C@H]1[C@@H]1O[C@@H]12 (some centres undefined)	-1.8%	x	x	14%	x	x	12%
O=[N+]([O-])c1cc(Cl)c(Cl)cc1Cl	x	x	-3%	x	-14%	x	6%[21.7 µM]

Five successive records out of the list so far, for reference:
Compound	Epigenetic reg	Luc counter	L3MBTL1 block	NPSR antag	IMPase Li inh	HTT aggregate	CBFb-RUNX1 inh
Cc1cc(=O)n(-c2ccccc2)n1-c1ccccc1	6.0%	-6%	7%	23%	-4%	-2%	9%
CCN(CC)CCOC(=O)C(O)(c1ccccc1)c1ccccc1	-1.5%&-2.0%	9%[39.9 µM]	-4%	5%	21%&21%	3%&-5%	-9%&8%&0%
CCCCCCn1c(O)c(C=NCCN2CCOCC2)c(=O)[nH]c1=O	6.4%	0%	1%	9%	-1%	-3%	4%
CCCC[N+]1(C)[C@@H]2CC(OC(=O)[C@H](CO)c3ccccc3)C[C@H]1[C@@H]1O[C@@H]12 (some centres undefined)	-1.8%	x	x	14%	x	x	12%
O=[N+]([O-])c1cc(Cl)c(Cl)cc1Cl	x	x	-3%	x	-14%	x	6%[21.7 µM]

Going on with the list.
Compound	Epigenetic reg	Luc counter	L3MBTL1 block	NPSR antag	IMPase Li inh	HTT aggregate	CBFb-RUNX1 inh
COc1ccc2nc(/N=C/c3c(O)n(-c4cccc(Cl)c4)c(=O)[nH]c3=O)sc2c1	-1.9%	1%	-1%	-3%[46.1 µM]	-2%[38.3 µM]	7%	-11%
CCC(=NCCCN1CCOCC1)c1c(O)n(-c2ccccc2C)c(=O)[nH]c1=O	3.6%	x	1%	44%	x	9%[9.22 µM]	4%
O=c1c2ccccc2nc(-c2ccccc2)n1-n1cccc1	0.0%	9%	9%	-3%[46.1 µM]	2%[38.3 µM]	0%	-1%
Cn1c(O)c(C=NC2CCCCCC2)c(=O)[nH]c1=S	-0.8%[10.1 µM]	-2%	7%	-4%	-6%	17%[9.22 µM]	4%
O=c1[nH]c(=O)n(Cc2ccco2)c(O)c1C=NCCCn1ccnc1	0.8%	2%	7%	-6%[46.1 µM]	3%[38.3 µM]	10%	2%
O=C(NCCN1CCOCC1)c1ccc(Cl)nc1	-1.7%	x	x	10%	x	5%[9.22 µM]	13%
Cc1ccc(CN2CCN(Cc3ccccc3)CC2)cc1	-4.9%	0%	-1%	12%	8%	19%[9.22 µM]	-8%
CC1CCCC(C)N1C(=O)CSc1nnc(NC(=O)c2cccs2)s1 (centres undefined)	2.2%	-3%	5%	u	-21%[38.3 µM]	18%	3%
CC(C(=O)O)N(C(=O)c1ccccc1)c1ccc(F)c(Cl)c1 (centres undefined)	0.0%	0%	4%	4%	5%	32%	-1%
CC(=O)c1cn(CCCOc2ccccc2)c2ccccc12	1.0%	-3%	4%	-28%	30%	13%[9.22 µM]	-3%
COc1ccc(S(=O)(=O)N2CC3CC(C2)c2cccc(=O)n2C3)cc1 (centres undefined)	-1.1%	0%	1%	-4%	-5%	8%[9.22 µM]	4%
CCn1c(O)c(/C=N/NC(=O)c2ccccc2)c(=O)[nH]c1=S	-0.9%	x	x	0%	x	-6%[9.22 µM]	-6%
COc1ccc(C(O)P(=O)(OC(C)C)OC(C)C)cc1 (centres undefined)	0.5%	x	3%	14%	x	14%[9.22 µM]	11%
CC(C)(C)n1cc(C(=O)c2ccccc2)cc1-c1ccccc1	-1.0%	x	-8%	u	x	5%[9.22 µM]	-26%
CC1(C)N=C(c2ccccc2)[C@@H]2C(c3ccc([N+](=O)[O-])cc3)N21 (some centres undefined)	1.0%	4%	-6%	5%	3%	17%	-5%
O=C(c1ccc(N2CC3CC(C2)c2cccc(=O)n2C3)c([N+](=O)[O-])c1)N1CCCCC1 (centres undefined)	-1.0%	-1%	-11%	13%	1%	-32%	-7%
CCN1CCN(C(=O)Cc2coc3ccc4ccccc4c23)CC1	0.8%	-1%	x	4%[46.1 µM]	0%[38.3 µM]	2%	-1%
C=CCN1CCC2(C)c3cc(O)ccc3CC1[C@@H]2C (some centres undefined)	0.0%	x	x	x	2%	x	19%
CCCCC/C=C\C/C=C\C/C=C\C/C=C\CCCC(=O)NCCCC(=O)O	-0.8%&-1.1%	-1%[39.9 µM]	x	x	-6%&7%	x	3%&-3%
CCOC(=O)C(NC(=O)CC)(Nc1ccc(C(O)(C(=O)OCC)C(F)(F)F)cc1C)C(F)(F)F (centres undefined)	-0.9%	1%	-5%	-5%[46.1 µM]	-25%[38.3 µM]	1%	5%

The listing continues:
Sequence of screens: Epigenetic reg | Luc counter | L3MBTL1 block | NPSR antag | IMPase Li inh | HTT aggregate | CBFb-RUNX1 inh
> Fc1ccc(CNCCc2ccccc2F)cc1
→ 0.1% | 2% | 6% | 6% | 11% | 6% | 3%
> CC1=CC(=O)C2=C(C)C[C@@H](O)[C@@H]3[C@@H](OC(=O)[C@H]3C)[C@H]12
→ 1.0%[16.9 µM] | -3%[17.1 µM] | x | x | 4% | x | -11%[21.7 µM]
> O=C(Nc1ccccc1)NC1CC2CCC(C1)N2 (centres undefined)
→ -1.0% | 1% | x | -1%[46.1 µM] | 3%[38.3 µM] | 2% | 4%
> O=C(c1ccc2c(c1)ncn2-c1ccc(F)cc1F)N1CCC2(CC1)OCCO2
→ 4.8% | 1% | x | 14% | 5% | -8% | 6%
> CC(C)NCC(O)c1ccc(C2CCCC2)cc1 (centres undefined)
→ 2.3% | -2% | -1% | 6% | -4% | 9% | 4%
> CCCCN(Cc1ccccc1)C1CCN(CCc2ccccc2)CC1
→ -3.0% | -1% | -8% | -1% | 2% | 2% | 11%
> Cc1ccc(S(=O)(=O)NP(=O)(Oc2ccccc2)Oc2ccccc2)cc1
→ 1.3% | 9% | x | -8%[46.1 µM] | -2%[38.3 µM] | 6%[9.22 µM] | 1%
> CCOP(=O)(Cc1ccc(C#N)o1)OCC
→ -1.3% | x | 12% | 17% | x | 13%[9.22 µM] | 6%
> C=CCn1c(O)c(C(CC)=NCCC2=CCCCC2)c(=O)[nH]c1=O
→ -1.2% | -4% | -1% | -12%[46.1 µM] | 13%[38.3 µM] | -15% | 2%
> O=C(CN1CCCCC1)NCC(=O)Nc1ccc(Br)cc1C(=O)c1ccccc1
→ -1.2% | -2% | -2% | 1%[46.1 µM] | -28%[38.3 µM] | 0% | -2%
> O=C1CSC2(CN3CCC2CC3)N1 (centres undefined)
→ 0.0% | -3% | x | -1%[46.1 µM] | 13%[38.3 µM] | 4% | 2%
> O=C(CN1CCCCC1)Nc1ccc(Br)cc1C(=O)c1ccccc1Cl
→ -1.2% | 4% | 0% | -30%[46.1 µM] | 11%[38.3 µM] | -2% | 3%
> O=C1Nc2ccccc2C2(CCN(CCc3ccc(C(F)(F)F)cc3)CC2)O1
→ 1.0% | 1% | x | x | 13% | x | u

Screens deposited in PubChem BioAssay by National Center for Advancing Translational Sciences (NCATS).
